# Screens as filed in PubChem.
# Keap1 Nrf2 FP: disrupts human Keap1 binding to Nrf2 peptide. Q14145. 0.15% of 340,000 active. Keap1 Kelch-Nrf2 peptide fluorescence polarization, 1536-well. inhibition, % at 9.4 µM. AID 504523; in the data active means inhibition above about 12%;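 further: human Keap1 Kelch domain with fluorescein labeled Nrf2 9mer peptide probe; 0% = neutral control wells and 100% = peptide positive control; higher means more block of Keap1 binding to Nrf2 peptide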
# CAL PDZ FP-1: human CAL PDZ-peptide interaction inhibition; inhibition, % at 20 µM; 0.02% of 330,000 active; AID 504414; purified CAL PDZ, TMR-peptide fluorescence polarization, 1 h;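 active means highest replicate inhibition of at least 40%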;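 further: plate controls were DMSO neutral control wells for no effect and unlabeled competitor peptide control wells for full effect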
#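 System: tagged CAL PDZ domain. Schedule: 1 h room-temperature incubation prior to read. Signal: fluorescence polarization (mP). Measure: percent inhibition from loss of millipolarization.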
# C-LANA FP: inhibitors of KSHV LANA C-terminal domain DNA binding. 0.078% of 340,000 active. MBP-C-LANA/FAM-LBS DNA binding, fluorescence polarization. AID 504423. inhibition, % at 9 µM;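 active means highest replicate inhibition at or above 60% at 9 µM, even if other replicates fall short; inactive means all replicates below 60% inhibition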;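 further: 0% = neutral control wells and 100% = 4 µM acridine orange control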
# DSG3 Ab inh: human desmoglein-3 autoantibody binding inhibition; 0.48% of 310,000 active; DSG3-coupled beads, scFv-anti-DSG3-GFP binding, flow cytometry; stronger effect = lower value; P32926; binding (percent of control), % at 10 µM;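 active means binding more than 3 SD below its plate's average and above zero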;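 further: hits lower antibody fragment binding to DSG3; some compounds called inactive have numbers as strong as hits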
# Target sequence (P32926 whole entry, looked up, the tested form may be a part): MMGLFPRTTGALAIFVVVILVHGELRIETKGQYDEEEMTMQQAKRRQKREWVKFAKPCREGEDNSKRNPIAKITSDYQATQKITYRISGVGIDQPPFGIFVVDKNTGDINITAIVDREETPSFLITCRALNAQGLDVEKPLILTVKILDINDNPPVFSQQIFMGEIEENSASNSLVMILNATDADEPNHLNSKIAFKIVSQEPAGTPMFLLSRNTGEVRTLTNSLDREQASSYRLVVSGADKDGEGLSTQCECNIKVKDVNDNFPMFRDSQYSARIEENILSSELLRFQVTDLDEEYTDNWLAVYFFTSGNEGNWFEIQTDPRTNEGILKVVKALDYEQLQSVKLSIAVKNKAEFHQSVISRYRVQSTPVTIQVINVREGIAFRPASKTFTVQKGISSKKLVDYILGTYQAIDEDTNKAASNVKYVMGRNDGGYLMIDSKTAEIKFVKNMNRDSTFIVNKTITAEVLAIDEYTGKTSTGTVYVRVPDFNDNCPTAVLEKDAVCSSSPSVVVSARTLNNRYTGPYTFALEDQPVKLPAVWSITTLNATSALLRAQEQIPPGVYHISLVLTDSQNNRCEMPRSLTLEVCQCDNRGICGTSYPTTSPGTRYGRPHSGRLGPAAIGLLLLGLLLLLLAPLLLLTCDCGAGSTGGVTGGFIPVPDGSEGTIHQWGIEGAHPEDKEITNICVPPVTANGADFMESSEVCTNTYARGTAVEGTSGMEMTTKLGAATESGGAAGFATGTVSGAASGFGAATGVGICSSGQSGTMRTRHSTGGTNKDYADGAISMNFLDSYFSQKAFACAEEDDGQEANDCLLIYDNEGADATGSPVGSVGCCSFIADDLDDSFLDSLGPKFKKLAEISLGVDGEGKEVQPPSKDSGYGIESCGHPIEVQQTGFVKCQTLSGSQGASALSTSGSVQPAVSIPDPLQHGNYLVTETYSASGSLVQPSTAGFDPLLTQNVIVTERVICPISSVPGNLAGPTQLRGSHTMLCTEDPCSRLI
# V-ATPase pHluor: alters yeast V-ATPase proton transport; response, % at 10 µM; 0.37% of 350,000 active; S. cerevisiae, pHLuorin cytosolic pH fluorescence; in the data active means response mostly above about 7.3%, no sharp cut-off; inactive means mostly below about 5.4%; further: actives read high; inactives centre near 0; some compounds called inactive have numbers as strong as hits; reference of the scale not given here
# Cardiac RTF inh: cardiac RTF calcium desensitization | P19429+P45379 | IANBD-labeled cardiac RTF, Ca2+ fluorescence | inhibition, % at 7.15 µM | 0.12% of 340,000 active | AID 493244;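 active means inhibition above the mean inhibition of all tested compounds plus 3 SD, cut at about 17% in these data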;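 further: assay run at fixed EC70 calcium of 1.6 mM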
# Arrestin-AP2 inh: inhibitors of human beta-arrestin and AP2 interaction; FITC-arrestin peptide / GST-AP2 beads, flow cytometry; AP2 beta2 appendage carries R879A mutation; inhibition, % at 10 µM; 0.31% of 340,000 active;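 active means inhibition above a set limit, near 3 SD of compounds lacking own fluorescence, cut at about 54% in these data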;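 further: plate controls were DMSO wells for no effect and 5 µM unlabelled arrestin peptide for full effect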
#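 System: GST-AP2 R879A glutathione beads. Medium: PBS with 0.05% Tween 20 and 0.1% BSA. Also added: FITC-arrestin peptide, 50 nM. Incubation: 12 min plus 1 h, RT. Measured by: high-throughput flow cytometry of beads, ex 488, em 535 nm. Evaluation: percent drop in bead-associated FITC signal.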
# CAL PDZ FP-2: CAL PDZ (human) peptide binding inhibition. purified CAL PDZ, TMR-peptide fluorescence polarization, 1 h. 0.92% of 300,000 active. AID 602252. inhibition, % at 24.9 µM;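 active means mean inhibition of at least 30% with at least half of replicates also reaching 30%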;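 further: 0% = DMSO neutral control and 100% = excess unlabeled competitor peptide PRC23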
# NSD2 HMT inh: inhibitors of human histone methyltransferase NSD2; NSD2 peptide methylation, AlphaScreen, 120 min; O96028; AID 743445; inhibition, % at 12.5 µM; 0.54% of 310,000 active; in the data active means inhibition above about 50%
# DAGLB inhibitor: blocks human DAGLB lipase activity; inhibition, % at 5.17 µM; HEK293T DAGLB membrane lysate, EnzChek fluorogenic substrate; 0.059% of 340,000 active; AID 504411; in the data active means inhibition above about 34%;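 further: 0% = enzyme with vehicle and 100% = wells lacking enzyme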
# An asterisk follows results filed as active; / = not tested or not shown. Not all compounds are listed; the hit share may differ from the screen's.
SMILES,Keap1 Nrf2 FP,CAL PDZ FP-1,C-LANA FP,DSG3 Ab inh,V-ATPase pHluor,Cardiac RTF inh,Arrestin-AP2 inh,CAL PDZ FP-2,NSD2 HMT inh,DAGLB inhibitor
CC(=O)c1cc(-c2ccccc2)n(CCC(=O)NC2CCCCC2)c1C,-1,-0.3,3.4,103,3,-15,-22,7,-3,1
O=[N+]([O-])c1ccc(Nc2cccc(F)c2)nc1,-3,0.4,-1.6,113,3,-1,12,/,-1,1
CCCn1nc(C(=O)OCC(=O)Nc2ncc(Cl)c(C)c2Cl)c2ccccc2c1=O,-1,-1.6,1.3,87,-2,2,9,-3,-2,-3
O=C(NN1C(=O)C2C3C=CC(O3)C2C1=O)c1cccc(Br)c1 (centres undefined),-5,-0.2,0.9,101,1,-1,4,-6,1,1
CC(C)Nc1nc(Oc2ccc(Cl)cc2)cc(C(F)(F)F)n1,-5,-0.7,0.3,96,-3,4,-6,-3,12,-12
COc1ccc(OC)c(C(C)NC(=O)c2ccco2)c1 (centres undefined),0,0.4,-1.0,108,0,3,-2,-4,5,-4
O=S1(=O)CCN(Cc2cccc(C(F)(F)F)c2)CC1,0,-0.3,-1.4,99,6,-19,-19,0,-4,0
Brc1ccccc1-n1nnc(-c2cccnc2)n1,-4,0.3,-1.4,99,-3,10,2,0,/,0
CN(C)CCOC(=O)COc1ccc(Cl)cc1,-3,-0.1,-1.7,/,-5,5,-2,-2,/,1
CCNC(=O)COC(=O)c1cc(C)n(-c2ccccc2)c1C,-3,0.4,-0.7,94,0,6,15,/,1,2
COc1cc(OC)cc(C(=O)N2CCN(c3ccccn3)CC2)c1,0,/,-1.3,97,-2,2,50,-4,-1,-3
CCCCn1c(NCc2ccc3c(c2)OCO3)nc2ccccc21,-3,0.5,-0.4,106,3,-12,4,3,4,0
Cc1n[nH]c(C)c1S(=O)(=O)N1CCCC(C(=O)NC2CCCc3ccccc32)C1 (centres undefined),0,-0.1,-1.4,/,4,-9,27,2,/,3
CCOC(=O)C1(CCOC)CCN(Cc2nc(-c3cccs3)oc2C)CC1,0,-0.5,0.3,95,-2,-1,3,-7,11,-2
COc1cc(CN2CCNC(=O)C2CC(=O)N2CCCN(C(C)=O)CC2)cc(OC)c1 (centres undefined),0,-1.8,0.3,/,0,3,0,/,0,1
Cc1ccc(NC(=O)c2ccc(NCCN)c([N+](=O)[O-])c2)cc1,-2,-0.6,-1.1,86,3,6,5,-2,12,4
COc1cccc(CNC(=O)COC(=O)/C(C#N)=C/c2ccc(N(C)C)cc2)c1,-3,-0.8,1.2,107,2,-12,34,-6,-1,-2
CC(=O)N1CCN(CC(=O)Nc2c(Cl)cccc2Cl)CC1,0,-1.2,-0.3,98,0,-4,-6,2,5,2
C=C(C)c1cccc(C(C)(C)NC(=O)NNC(=O)c2ccccc2O)c1,3,0.4,-1.5,/,-1,-3,31,/,3,5
COc1cc(N/N=C/c2ccccc2O)ncn1,-5,-5.1,-1.3,109,-1,-3,8,/,-4,3
Cn1cnnc1SCC(=O)c1cc2ccccc2o1,-2,-2.1,-2.9,83,0,-3,-3,1,0,0
N#Cc1ccccc1Sc1ccccc1C(=O)OCC(=O)NC12CC3CC(CC(C3)C1)C2,-1,0.4,-0.2,81,3,1,13,1,-2,-7
CC(=O)c1cnc2nc(SCc3ccc(C)cc3)nn2c1C,1,-1.5,0.7,98,0,3,39,/,-3,-4
CCOC(=O)/C(C#N)=C\c1ccc(OC)c(OC)c1,2,-0.8,0.7,99,-1,9,-8,-5,2,-1
Cc1ccc(-c2nnc(SCC(N)=O)n2C)cc1,-3,0.4,-3.0,108,1,-6,-8,-2,-4,0
CCOCC(=O)Nc1ccc2c(c1)N(S(=O)(=O)c1cccs1)CCC2,-3,-0.3,0.7,107,-2,-3,56*,6,1,-2
COc1ccccc1N1CCN(C(=O)C(=O)c2cn(CC(=O)N3CCCCCC3)c3ccccc23)CC1,1,-2.4,0.8,/,-2,-13,2,-2,2,3
Cc1ccc(C)c(NC(=S)N2CCC(NC(=O)c3ccc(F)cc3)CC2)c1,-3,-1.4,0.6,97,-1,-15,5,-3,21,-4
CCC(CC)C(=O)Nc1cccc(/C(C)=N/NC(=O)c2c(Br)cnn2C)c1,-10,-1.9,1.4,/,3,0,-3,-2,1,-1
CC/C(=C/c1ccccc1)c1cccc2[nH]c3c(OC)cccc3c12,-5,-2.1,-1.1,101,11,10,2,-4,/,-6

# Complete entries as entered above.
# CC(=O)c1cnc2nc(SCc3ccc(C)cc3)nn2c1C is entered as Keap1 Nrf2 FP: 1; CAL PDZ FP-1: -1.5; C-LANA FP: 0.7; DSG3 Ab inh: 98; V-ATPase pHluor: 0; Cardiac RTF inh: 3; Arrestin-AP2 inh: 39; CAL PDZ FP-2: /; NSD2 HMT inh: -3; DAGLB inhibitor: -4
# N#Cc1ccccc1Sc1ccccc1C(=O)OCC(=O)NC12CC3CC(CC(C3)C1)C2 is entered as Keap1 Nrf2 FP: -1; CAL PDZ FP-1: 0.4; C-LANA FP: -0.2; DSG3 Ab inh: 81; V-ATPase pHluor: 3; Cardiac RTF inh: 1; Arrestin-AP2 inh: 13; CAL PDZ FP-2: 1; NSD2 HMT inh: -2; DAGLB inhibitor: -7
# CC/C(=C/c1ccccc1)c1cccc2[nH]c3c(OC)cccc3c12 is entered as Keap1 Nrf2 FP: -5; CAL PDZ FP-1: -2.1; C-LANA FP: -1.1; DSG3 Ab inh: 101; V-ATPase pHluor: 11; Cardiac RTF inh: 10; Arrestin-AP2 inh: 2; CAL PDZ FP-2: -4; NSD2 HMT inh: /; DAGLB inhibitor: -6

# Reprinted from the entries so far for reference:
SMILES,Keap1 Nrf2 FP,CAL PDZ FP-1,C-LANA FP,DSG3 Ab inh,V-ATPase pHluor,Cardiac RTF inh,Arrestin-AP2 inh,CAL PDZ FP-2,NSD2 HMT inh,DAGLB inhibitor
CCC(CC)C(=O)Nc1cccc(/C(C)=N/NC(=O)c2c(Br)cnn2C)c1,-10,-1.9,1.4,/,3,0,-3,-2,1,-1
CC/C(=C/c1ccccc1)c1cccc2[nH]c3c(OC)cccc3c12,-5,-2.1,-1.1,101,11,10,2,-4,/,-6

# Continued:
SMILES,Keap1 Nrf2 FP,CAL PDZ FP-1,C-LANA FP,DSG3 Ab inh,V-ATPase pHluor,Cardiac RTF inh,Arrestin-AP2 inh,CAL PDZ FP-2,NSD2 HMT inh,DAGLB inhibitor
O=C(COC(=O)C1CC1)NCCNC(=O)COC(=O)C1CC1,-6,-2.6,0.2,97,1,-12,-9,5,2,1
O=C(COC(=O)C1CCN(S(=O)(=O)c2cccs2)CC1)NCc1ccccc1,-3,-5.1,3.7,106,0,-3,-17,-1,-1,0
COc1cccc(N(CC(=O)NC2CCCC2)C(=O)Cn2nnc(-c3ccc(C)cc3)n2)c1,-7,-0.6,0.2,100,0,-7,15,0,14,-3
O=C(Nc1c(C(=O)Nc2cccc(F)c2)oc2ccccc12)c1ccc2c(c1)OCO2,-1,0.6,-1.0,97,-5,4,12,-1,-2,0
O=C(Nc1ccc(Nc2ccccc2)cc1)c1ccc(F)cc1,-4,/,-0.7,95,8,1,8,-3,1,-1
Cc1cc(C)c2c(CN3CCN(Cc4ccccc4)CC3)cc(=O)oc2c1C,0,1.8,-0.3,117,0,-3,9,2,-2,-2
O/N=C/c1ccn(-c2ccc(Br)cc2)c1,-4,-0.1,-0.7,103,0,-7,14,-1,1,-2
CC1CCCN(CCOc2cccc(Oc3ccccc3)c2)C1 (centres undefined),4,-0.4,4.2,94,-2,2,36,1,18,-4
Cc1ccccc1OCCC(=O)OCC(=O)Nc1c(F)cccc1F,2,-3.5,-0.6,100,-2,-3,3,4,2,-2
COc1ccc(C(=O)NCCS(=O)(=O)N2CCCC2)cc1,0,-1.1,0.3,128,-3,7,-13,-1,-1,-3
C=CCSc1n[nH]c(-c2cccs2)n1,3,-0.2,0.8,109,0,-11,10,-2,10,-3
O=C(CCc1nnc2n(Cc3ccccc3)c(=O)c3ccccc3n12)NCCN1CCOCC1,-7,-0.1,-0.4,110,1,-6,6,0,/,1
CCN1C(=O)CC(N2CCC(C(=O)OC)CC2)C1=O (centres undefined),-5,0.3,0.0,112,4,-7,3,-4,0,0
CC(C)Oc1ccccc1C1(c2ccccc2)NC(=O)NC1=O (centres undefined),-4,0.1,0.0,113,-6,-9,-2,-1,8,2
CCN(CCn1cccn1)C(=O)C1CCC(=O)N(CC2CCCCC2)C1 (centres undefined),5,-1.1,1.6,102,-5,-4,-2,-3,0,2
Cc1ccc(S(=O)(=O)Nc2csc(C)c2C(=O)O)cc1,-7,0.0,7.9,93,-1,/,10,/,18,/
CC(=O)NC(O)C(=O)c1ccccc1 (centres undefined),-1,-0.6,-1.5,100,2,-2,9,-2,-5,0
Cc1ccc2c(cnn2C(=O)CCC(=O)NCc2cccc(Br)c2)c1,-6,-0.3,-2.0,102,-3,0,25,/,/,-1
CCSc1nc2ccccc2n1CC(=O)OC,-1,-2.7,-0.1,93,-1,1,24,-1,-2,2
COc1ccc(-c2[nH]ncc2CN2CCCCCCC2)c(OC)c1,-4,-0.3,-0.1,112,1,0,-16,0,25,2

# Among those listed so far, 2 have a CF3 group:
SMILES,Keap1 Nrf2 FP,CAL PDZ FP-1,C-LANA FP,DSG3 Ab inh,V-ATPase pHluor,Cardiac RTF inh,Arrestin-AP2 inh,CAL PDZ FP-2,NSD2 HMT inh,DAGLB inhibitor
CC(C)Nc1nc(Oc2ccc(Cl)cc2)cc(C(F)(F)F)n1,-5,-0.7,0.3,96,-3,4,-6,-3,12,-12
O=S1(=O)CCN(Cc2cccc(C(F)(F)F)c2)CC1,0,-0.3,-1.4,99,6,-19,-19,0,-4,0

# Of the compounds above, two have a nitro group on carbon:
SMILES,Keap1 Nrf2 FP,CAL PDZ FP-1,C-LANA FP,DSG3 Ab inh,V-ATPase pHluor,Cardiac RTF inh,Arrestin-AP2 inh,CAL PDZ FP-2,NSD2 HMT inh,DAGLB inhibitor
O=[N+]([O-])c1ccc(Nc2cccc(F)c2)nc1,-3,0.4,-1.6,113,3,-1,12,/,-1,1
Cc1ccc(NC(=O)c2ccc(NCCN)c([N+](=O)[O-])c2)cc1,-2,-0.6,-1.1,86,3,6,5,-2,12,4

# New compounds follow:
SMILES,Keap1 Nrf2 FP,CAL PDZ FP-1,C-LANA FP,DSG3 Ab inh,V-ATPase pHluor,Cardiac RTF inh,Arrestin-AP2 inh,CAL PDZ FP-2,NSD2 HMT inh,DAGLB inhibitor
CCC(C)NC(=O)c1cnc2n(c1=O)CCS2 (centres undefined),0,0.0,0.4,94,9,-4,-11,/,/,2
COc1ccc(N2CCN(CC(O)COc3cc(C)ccc3C)CC2)cc1 (centres undefined),-5,-0.8,-1.6,95,1,-2,-12,-4,2,1
S=C(NCC1CCCCC1)Nc1ccc(Oc2ccccc2)cc1,8,-1.7,1.7,98,0,-3,7,-1,1,-11
Cc1cccc(NC(=O)CSc2nc(C)c(CC(=O)c3ccc(Br)cc3)c(C)c2C#N)c1C,0,0.2,-0.3,120,6,1,17,-1,-1,1
Cc1ccccc1Nc1ncnc2c1cnn2C,-2,0.2,-1.9,113,-3,2,1,/,-1,-1
